# LmPK inh: qHTS Assay for Inhibitors of Leishmania Mexicana Pyruvate Kinase (LmPK); Q27686; purified LmPK, Kinase-Glo ATP luminescence, 1 h; Potency, µM (highest dose often 57.5 µM), without a hit: top-dose activity change, negative = inhibition, most hits filed as inhibitors; hit rate 0.37% among 290,000; also: potency is read from the fitted curve at half-maximal effect; % is scaled to controls: 0 for no effect and ±100 for the full control effect
# Target sequence (Q27686 whole entry, looked up): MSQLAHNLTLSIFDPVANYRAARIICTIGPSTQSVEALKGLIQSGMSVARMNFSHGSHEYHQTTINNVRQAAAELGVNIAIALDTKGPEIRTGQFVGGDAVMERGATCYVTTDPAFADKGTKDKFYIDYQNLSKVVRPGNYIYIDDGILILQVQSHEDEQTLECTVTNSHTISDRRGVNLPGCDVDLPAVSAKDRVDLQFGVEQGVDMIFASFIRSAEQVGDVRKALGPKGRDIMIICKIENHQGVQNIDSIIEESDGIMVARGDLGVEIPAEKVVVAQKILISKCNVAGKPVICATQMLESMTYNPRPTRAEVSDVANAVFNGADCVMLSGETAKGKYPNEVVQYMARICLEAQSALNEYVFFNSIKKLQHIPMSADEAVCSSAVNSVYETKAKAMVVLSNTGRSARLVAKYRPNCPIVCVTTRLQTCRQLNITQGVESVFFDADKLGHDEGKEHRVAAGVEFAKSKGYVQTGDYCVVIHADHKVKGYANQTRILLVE
#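 Purified LmPK (0.1 nM) converted ADP (0.1 mM) to ATP with PEP (0.5 mM) in imidazole buffer pH 7.2 with KCl and MgCl2, 1 h at room temperature. ATP was read by Kinase-Glo luminescence; data normalized to uninhibited and no-enzyme controls.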
# HCV inhibitor: qHTS Assay for Inhibitors of Hepatitis C Virus (HCV); Huh7.5.1 HCVcc-Cre infection, luciferase reporter, 44 h; Potency, µM (top dose mostly 41.8 µM), for the others: top-dose activity change, negative = inhibition, hits mostly inhibitors; hit rate 3.4% among 340,000; AID 651820, 2012; also: potency is read from the fitted curve at half-maximal effect; % is scaled to controls: 0 for no effect and ±100 for the full control effect
#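 Cells seeded at 1,000/well and cultured 4 h, then compounds added followed by HCVcc-Cre virus (~0.5 moi). After 44 h further culture, luciferase substrate was added, plates held 15 min at room temperature, and luminescence read for 15 sec.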
# Pf growth 96h: Primary qHTS for delayed death inhibitors of the malarial parasite plastid, 96 hour incubation | P. falciparum luciferase reporter growth, 96 h | Potency, µM (top dose mostly 28.7 µM), for the others: top-dose activity change, negative = inhibition, hits mostly inhibitors | hit rate 6.9% among 320,000 | AID 504834, 2011; also: potency is read from the fitted curve at half-maximal effect; % is scaled to controls: 0 for no effect and ±100 for the full control effect
#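 Erythrocytes infected with luciferase-expressing P. falciparum were dispensed at 2% hematocrit and 0.05% parasitemia (final), then incubated with compounds 96 hours at 37 C in 5% CO2. Luminescence after detection reagent addition reported growth.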
# Cycloheximide cs: Cycloheximide Counterscreen for Small Molecule Inhibitors of Shiga Toxin; cell reporter, cycloheximide protein synthesis inhibition counterscreen; max response, %; hit rate 12% among 300,000; AID 2314, 2010; in the data active = max response mostly above about 13%, no sharp cut-off; inactive = mostly below about 14%; also: read at 38.3 µM for the half of the compounds with a filed dose; 0% is about no effect
# TbPYK inhibitor: qHTS of Trypanosoma Brucei Inhibitors; pyruvate kinase (Trypanosoma brucei), Q57TT1; TbPYK enzyme, Kinase-Glo Plus ATP luminescence, 45 min; Potency, µM (series often up to 76.8 µM), without a hit: at the top dose activity, negative = inhibition, most hits filed as inhibitors; hit rate 0.12% among 410,000; AID 624173, 2012; also: potency is read from the fitted curve at half-maximal effect; % is scaled to controls: 0 for no effect and ±100 for the full control effect; nearly all actives have a fitted effect of over 50% in size
#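 In this concentration-response screen, enzyme-free wells defined baseline while DMSO plates tracked drift. Each reaction combined TbPYK, substrate, compound and 130 uM ADP for 45 min at room temperature. Kinase-Glo Plus luminescence gave the signal.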
# Shiga inhibitor: A qHTS for Small Molecule Inhibitors of Shiga Toxin. Vero cells, Shiga toxin protein synthesis inhibition reporter. inhibition, % at 38.7 µM. hit rate 9.2% among 290,000. AID 2315, 2010; in the data active = inhibition mostly above about 28%, no sharp cut-off; inactive = mostly below about 43%; also: 0% is about no effect
# Pf growth 48h: Primary qHTS for delayed death inhibitors of the malarial parasite plastid, 48 hour incubation. P. falciparum luciferase growth in erythrocytes, 48 h. Potency, µM (titrated, usually from 28.7 µM), without a hit: top-dose activity change, negative = inhibition, hits mostly inhibitors. hit rate 5.9% among 310,000. AID 504832, 2011; also: potency is read from the fitted curve at half-maximal effect; % is scaled to controls: 0 for no effect and ±100 for the full control effect
#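 In quantitative HTS format, infected erythrocytes bearing luciferase-reporter parasites were treated for a single generation at 37 C. Luminescence after adding detection reagent served as the growth measure.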
# * = called active by the depositor; ? = inconclusive; . = no result given; & = joins results of further samples; [ ] = dose if it differs, or a comment. Unless noted, calls follow the shape of the dose curve; as a rule, active = well fitted curve in the direction sought with a large enough effect; inconclusive = small, poorly fitted or top-dose-only effect, or another doubt; inactive = no such curve, though single readings can be large; an effect the other way counts as inactive or inconclusive.
Structure | LmPK inh | HCV inhibitor | Pf growth 96h | Cycloheximide cs | TbPYK inhibitor | Shiga inhibitor | Pf growth 48h
CCN(CC)CCNC(=O)c1cc2c(s1)-c1ccccc1SC2 | -2% | 11µM* | 311%[activator] | 10 | 4% | -7 | 0%
Nc1ccccc1S(N)(=O)=O | . | 7% | 4% | . | -4% | . | 2%
O=C(O)Cn1c(-c2ccccn2)nc2ccccc21 | -2% | 10% | 127%[activator] | 32* | 3% | 46* | 59%[activator]
O=c1[nH]c(Cc2ccccc2)nc2c1oc1ccccc12 | -3% | 6% | 15% | 4 | -9% | -13 | ?
NS(=O)(=O)c1ccc(NC(=O)CSc2n[nH]c(=O)n2Cc2ccccc2)cc1 | -2% | 23% | -22% | -6 | -9% | -4 | -5%
COc1ccc(C/C(N)=N/OC(=O)c2cccc([N+](=O)[O-])c2)cc1 | 1% | -12% | -4% | 6 | -1% | -10 | ?
CC(OC(=O)C1CC(=O)N(Cc2ccccc2)C1)C(=O)Nc1cccc(C#N)c1 (configuration not stated) | -4% | 24% | 6.6µM* | 8 | 10% | -3 | 0%
Cc1ccc(OC(F)F)c(NC(=O)Nc2cccc(C(F)(F)F)c2)c1 | 8% | 10µM* | . | 11 | 4% | 18 | ?
Cc1cc(NC(=O)c2c(Br)c(C)nn2C)no1 | -2% | 4% | 0% | 0 | -1% | 39 | -1%
CC(=O)c1ccc(OCc2cc(C(=O)NCC3CCCCO3)no2)cc1 (configuration not stated) | -4% | -10% | 58%[activator] | 25* | -5% | 46* | -25%
Cc1cc(OCCCn2c(CCNC(=O)C3CCCCC3)nc3ccccc32)ccc1Cl | . | . | . | -2 | -1% | -3 | .
CCc1ccc(NC(=O)C(=O)NCC(O)c2ccccc2)cc1 (configuration not stated) | 3% | -6% | -28% | 6 | -3% | -6 | 15%
O=C(CS(=O)(=O)Cc1ccccc1)N1CCN(c2cccc(C(F)(F)F)c2)CC1 | -9% | -9% | 108%[activator] | -4 | 0% | 3 | -3%
O=C(Cc1ncc(C(F)(F)F)cc1Cl)Nc1cccc(Br)c1 | -3% | -11% | -6% | 12 | 5% | 15 | 24%
CNc1nc(C)c(C(=O)OCc2ccccc2)s1 | -1% | ? | 0% | 29* | -5% | 93* | 62%[activator]
CC(=O)OC(C(=O)NCCN1CCOCC1)c1c(F)cccc1F (configuration not stated) | 0% | 6% | 7% | 1 | -3% | -3 | 7%
Cc1ccc(S(=O)(=O)N2CCN(C(=O)COC(=O)CC(C)c3ccccc3)CC2)c(C)c1 (configuration not stated) | . | -14% | 30%[activator] | . | 4% | . | ?
CCOc1ccc(C(=O)OCC(=O)N2CCCC2)cc1 | -2% | 16% | 27% | 27* | -5% | 59* | 58%[activator]
OCCN1CCOCCOc2ccccc2OCCOCC1 | -6% | 5% | 164%[activator] | -3 | 1% | -5 | 19%
O=c1c2c([nH]c3ccccc13)C(=C1CCCC1)CC2 | 0% | -15% | 0% | 1 | 3% | -8 | 13µM*
Cn1cc(CN2CCCC(C(=O)Nc3cccc(-c4cc5ccccc5[nH]4)c3)C2)cn1 (configuration not stated) | -1% | 7.1µM* | 81%[activator] | -1 | -14% | -11 | ?
COC(=O)c1sc2ccccc2c1NC(=O)c1ccc(S(=O)(=O)N2CC(C)CC(C)C2)cc1 (configuration not stated) | 3% | -5% | -15% | -1 | 0% | -11 | -10%
Cc1ccc(C(=O)Nc2cccnc2)cc1Cl | -3% | -12% | 10µM* | 26* | -4% | 41* | 56%[activator]
CC(=O)c1ccc(N2CCN(C(=O)c3ccc(Br)cc3)CC2)c(F)c1 | 7% | 20% | . | 4 | 3% | -10 | .
OC(C#CCN1CCCC1)c1ccccc1 (configuration not stated) | 1% | 23% | . | 17 | 6% | 14 | 17%
O=C(O)c1ccc2c(=O)n3c(nc2c1)/C(=C/c1ccc(Cl)cc1Cl)CC3 | 3% | 8% | ? | -1 | -3% | 4 | .
CC(=O)C(=Cc1cc(C)n(-c2ccccc2)c1C)C(C)=O | 3% | -1% | -7% | 6 | -20% | 15 | -6%
O=C1Cc2cc(S(=O)(=O)N3CCCCC3)ccc2N1 | -7% | 15% | -3% | -1 | -7% | -3 | 4%
Cc1ccc(C#N)c(SCc2cc3c(cc2Cl)OCO3)n1 | 2% | 8% | 13% | -3 | 1% | -7 | 38%[activator]
CCOc1cc(C(=S)N2CCCC2)ccc1OC | 5% | 3% | 12% | -2 | 3% | -6 | .
CCOC(=O)c1nnn(-c2nonc2-n2cccc2)c1CN1CCC(C(=O)OCC)CC1 | 2% | 0% | 0.93µM* | -3 | -6% | 20 | 0.19µM*
O=C(N/N=C/c1ccoc1)c1cccc([N+](=O)[O-])c1 | 3% | 14% | 12% | 23 | 1% | 27 | 18%
O=C(CN1C(=O)C2CC=C(Cl)CC2C1=O)Nc1ccc(C(=O)O)cc1 (configuration not stated) | 3% | 2% | 13µM* | 1 | -25% | -3 | 20%
O=C(Nc1nc2n(n1)C(c1ccccc1)C=C(c1ccccc1)N2)c1ccco1 (configuration not stated) | 0% | -4% | ? | -5 | -9% | 23 | 8.3µM*
Cc1ccc(/C=N/N2CCN(Cc3ccccc3)CC2)cc1 | 8% | 16% | 33%[activator] | 17* | -9% | 38 | 19%
COc1ccccc1NC(=O)CSc1nccn1Cc1ccccc1 | -3% | -23% | 1% | 8 | -9% | 9 | ?
O=C(NC1CC1)c1ccc(CS(=O)c2ccc(Br)cc2)o1 (configuration not stated) | 1% | 7% | 10µM* | 10 | -6% | -7 | 16%
O=C(C1=C[C@H](c2csc3ccccc23)C[C@H](OCc2ccc(CO)cc2)O1)N1CCN(Cc2ccc3c(c2)OCO3)CC1 | 1% | 8.9µM* | 4.1µM* | -3 | -2% | -22 | ?
CC(=O)c1c(C)[nH]c(C(=O)Nc2ccc(Cl)c(S(=O)(=O)N(C)C)c2)c1C | 0% | ? | ? | 24* | -1% | 109* | ?
CC(C)(CNC(=O)c1ccc(-c2cccc(C(F)(F)F)c2)o1)N1CCOCC1 | . | ? | -9% | . | -6% | . | ?
N/C(=N\OC(=O)c1ccc(Cl)cc1Cl)c1ccccc1 | 11µM* | ? | 87%[activator] | 56* | ? | 127* | 58%[activator]
COc1ccc(OC)c(C(=O)NC(CC(N)=O)c2ccc(NC(C)C)c([N+](=O)[O-])c2)c1 (configuration not stated) | -1% | -13% | 0% | 2 | 3% | 1 | -6%
Cc1ccc(NC(=O)C(C)Sc2nc(=O)cc(N)n2-c2ccccc2)cc1 (configuration not stated) | 2% | 14% | -8% | 7 | 1%&-11% | 8 | .
O=C(CN1CCCCC1)NC(=O)NCc1ccccc1 | 0% | 7% | 0% | 11 | 5% | 55 | 14%
CC(OC(=O)CCC(=O)c1cccs1)C(=O)Nc1ccccc1[N+](=O)[O-] (configuration not stated) | 5%[11.5 µM] | 3% | 77%[activator] | 11 | 2% | -6 | 64%[activator]
Cc1ccccc1N1CCN(S(=O)(=O)CC23CCC(CC2=O)C3(C)C)CC1 (configuration not stated) | 2% | -21% | ? | -2 | 6% | -8 | ?
CCCNc1ccc(S(=O)(=O)N(CC)CC)cn1 | 4% | 15% | 0% | 3 | 5% | -8 | 13%
CN(C)c1ccc(C2C3CCCc4ccccc4C3=NN2C)cc1 (configuration not stated) | 3% | ? | 59%[activator] | 59* | 4% | 96* | 23%
O=C(CSc1ncn(-c2ccccc2)n1)NCc1ccccc1 | -6% | 6% | . | -2 | -8% | -3 | -13%
CCOC(=O)C(NC(=O)CC)C(O)c1cccc([N+](=O)[O-])c1 (configuration not stated) | -4% | 4% | -6% | -2 | 1% | -8 | 4%
C=CCNc1ncnc2c1[nH]c1ccccc12 | -5% | 11µM* | ? | 10* | -1% | 13 | 13µM*
COc1ccccc1NC(=O)COC(=O)CN1C(=O)C(=O)c2ccccc21 | -6% | -4% | ? | -6 | -1% | -2 | 18%
Cc1ccc(NC(=O)CCS(=O)(=O)c2cccc3nonc23)cc1 | 1% | 10% | 19% | 13 | 2% | 17 | 1%
O=c1c(Cc2c(F)cccc2Cl)c(O)ccn1C1CCCCCC1 | 0% | -4% | -17% | 9 | -2% | 24 | ?
CCc1nc(C)ccc1OCC(=O)N1CCc2c([nH]c3ccccc23)C1c1ccccn1 (configuration not stated) | 4% | ? | 8% | 14 | -16% | 11 | 2%
O=C(NC1CCCC1)C(c1cccs1)N(C(=O)c1csnn1)c1ccccc1F (configuration not stated) | -7% | 23% | ? | -4 | 0% | -9 | -6%
CCOc1ccc(C2SCC(=O)N2c2c(C)n(C)n(-c3ccccc3)c2=O)cc1 (configuration not stated) | 5% | 1% | 9% | -7 | -1% | -30 | 12%
CC(=O)N1c2ccc(S(=O)(=O)N3CCC(C(=O)N4CCC(C)CC4)CC3)cc2CC1C (configuration not stated) | 6% | ? | 10% | 5 | -12% | -10 | ?
O=C(CNC(=O)c1ccncc1)N/N=C/c1ccc(O)cc1O | 2% | 3% | ? | -3 | 1% | 13 | 0%
CCCC/C(O)=C1\C(=O)CC(C)(C)CC1=Nc1ccccc1OC | 0% | ? | . | -3 | 0% | -5 | ?

# A run of entries from the list above, as a working copy:
Structure | LmPK inh | HCV inhibitor | Pf growth 96h | Cycloheximide cs | TbPYK inhibitor | Shiga inhibitor | Pf growth 48h
O=C(CSc1ncn(-c2ccccc2)n1)NCc1ccccc1 | -6% | 6% | . | -2 | -8% | -3 | -13%
CCOC(=O)C(NC(=O)CC)C(O)c1cccc([N+](=O)[O-])c1 (configuration not stated) | -4% | 4% | -6% | -2 | 1% | -8 | 4%
C=CCNc1ncnc2c1[nH]c1ccccc12 | -5% | 11µM* | ? | 10* | -1% | 13 | 13µM*
COc1ccccc1NC(=O)COC(=O)CN1C(=O)C(=O)c2ccccc21 | -6% | -4% | ? | -6 | -1% | -2 | 18%
Cc1ccc(NC(=O)CCS(=O)(=O)c2cccc3nonc23)cc1 | 1% | 10% | 19% | 13 | 2% | 17 | 1%
O=c1c(Cc2c(F)cccc2Cl)c(O)ccn1C1CCCCCC1 | 0% | -4% | -17% | 9 | -2% | 24 | ?
CCc1nc(C)ccc1OCC(=O)N1CCc2c([nH]c3ccccc23)C1c1ccccn1 (configuration not stated) | 4% | ? | 8% | 14 | -16% | 11 | 2%
O=C(NC1CCCC1)C(c1cccs1)N(C(=O)c1csnn1)c1ccccc1F (configuration not stated) | -7% | 23% | ? | -4 | 0% | -9 | -6%
CCOc1ccc(C2SCC(=O)N2c2c(C)n(C)n(-c3ccccc3)c2=O)cc1 (configuration not stated) | 5% | 1% | 9% | -7 | -1% | -30 | 12%
CC(=O)N1c2ccc(S(=O)(=O)N3CCC(C(=O)N4CCC(C)CC4)CC3)cc2CC1C (configuration not stated) | 6% | ? | 10% | 5 | -12% | -10 | ?
O=C(CNC(=O)c1ccncc1)N/N=C/c1ccc(O)cc1O | 2% | 3% | ? | -3 | 1% | 13 | 0%
CCCC/C(O)=C1\C(=O)CC(C)(C)CC1=Nc1ccccc1OC | 0% | ? | . | -3 | 0% | -5 | ?

# Bioassay records: PubChem BioAssay, National Center for Advancing Translational Sciences (NCATS)
